Source: PubChem (several laboratories)
Fh CTSL1 inh: Fasciola hepatica cathepsin L1 inhibitors, primary screen, counter-screen for PFM18AAP inhibitor project, biochemical, QFRET, fluorogenic peptide substrate; recombinant F. hepatica cathepsin L1, Z-Leu-Arg-MCA fluorescence; inhibition, % at 5.96 µM; 300,000 compounds, 0.49% hits;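 active = inhibition above the mean of all tested compounds plus 3 SD, set per screening campaign, cut at about 17% in these data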;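 also: 0% = plate median of test compound wells and 100% = 1 µM Z-Phe-Ala-diazomethylketone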
HCV core dimer: inhibitors of HCV core protein dimerization, primary screen, biochemical, TR-FRET, high-throughput. AID 1899, 2009. inhibition, % at 5 µM. TR-FRET GST/Flag-core106 dimerization, 1536-well. 300,000 compounds, 0.33% hits;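 active = inhibition above the mean of all tested compounds plus 3 SD, set per screening campaign, cut at about 45% in these data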
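Assay system: Tagged HCV core106 pair (GST and Flag) | Buffer or medium: KF-containing HEPES buffer, pH 7.45, DTT, CHAPS, BSA | Also added: Eu donor and XL665 acceptor anti-tag antibodies | Dosing: One concentration, 5 µM, in 0.5% DMSO | Timing: 4 h at 22.5 °C | Technique: TR-FRET 671 and 617 nm emission | Repeats: Singlicate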
PREPL inh: PREPL enzyme inhibitors, primary screen, biochemical, fluorescence polarization; Prolyl endopeptidase-like (Homo sapiens), Q4J6C6; recombinant PREPL, fluorescence polarization activity-based probe; inhibition, % at 5.96 µM; AID 2751, 2010; 320,000 compounds, 0.68% hits; in the data active = inhibition above about 43%;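 also: 0% = enzyme with DMSO and 100% = wells lacking enzyme; many of its hits are not listed in these tables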
Target sequence (Q4J6C6 whole entry, looked up): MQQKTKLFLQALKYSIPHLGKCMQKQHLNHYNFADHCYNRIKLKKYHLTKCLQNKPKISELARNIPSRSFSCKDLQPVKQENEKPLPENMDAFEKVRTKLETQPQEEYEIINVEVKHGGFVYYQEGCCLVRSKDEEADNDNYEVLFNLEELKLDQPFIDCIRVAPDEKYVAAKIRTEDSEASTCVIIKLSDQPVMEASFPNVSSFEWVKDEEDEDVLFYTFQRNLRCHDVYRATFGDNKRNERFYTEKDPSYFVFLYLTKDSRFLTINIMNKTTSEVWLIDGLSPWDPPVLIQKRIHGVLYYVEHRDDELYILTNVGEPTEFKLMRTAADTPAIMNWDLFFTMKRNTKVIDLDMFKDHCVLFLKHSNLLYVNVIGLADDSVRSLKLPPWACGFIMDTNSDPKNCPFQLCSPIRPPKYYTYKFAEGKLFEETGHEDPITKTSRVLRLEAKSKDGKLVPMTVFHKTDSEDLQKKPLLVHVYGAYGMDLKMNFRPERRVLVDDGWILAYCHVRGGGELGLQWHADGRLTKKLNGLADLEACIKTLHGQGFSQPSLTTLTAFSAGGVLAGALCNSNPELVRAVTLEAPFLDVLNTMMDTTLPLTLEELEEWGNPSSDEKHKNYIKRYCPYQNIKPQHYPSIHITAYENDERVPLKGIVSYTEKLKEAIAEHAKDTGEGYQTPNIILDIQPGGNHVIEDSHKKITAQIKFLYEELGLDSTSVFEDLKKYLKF
LYPLA2 counter: LYPLA2 inhibitors, primary screen, counter-screen for PME1 inhibitor project, biochemical, fluorescence polarization, FP-Rh probe ABPP; Acyl-protein thioesterase 2 (Homo sapiens), O95372; recombinant LYPLA2; inhibition, % at 5.9 µM; 320,000 compounds, 0.38% hits;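 active = inhibition above the screen-wide mean plus 3 SD, limit set per campaign, cut at about 26% in these data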;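 also: 0% = LYPLA2 with DMSO and 100% = wells lacking LYPLA2 enzyme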
Target sequence (O95372 whole entry, looked up): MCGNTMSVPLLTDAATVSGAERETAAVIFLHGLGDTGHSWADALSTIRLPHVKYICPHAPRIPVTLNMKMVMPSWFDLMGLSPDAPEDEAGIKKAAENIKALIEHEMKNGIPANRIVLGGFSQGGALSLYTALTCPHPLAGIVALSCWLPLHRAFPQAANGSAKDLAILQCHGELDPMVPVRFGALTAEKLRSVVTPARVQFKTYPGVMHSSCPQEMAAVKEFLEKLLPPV
PP1 counter: PP1-alpha phosphatase inhibitors, primary screen, counter-screen for PP5 inhibitor project, biochemical, fluorescence, OMFP substrate, single point | Serine/threonine-protein phosphatase PP1-alpha catalytic subunit (Homo sapiens), P62136 | purified PP1alpha | inhibition, % at 6.7 µM | 320,000 compounds, 0.9% hits | AID 2235, 2010;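 active = inhibition above the mean inhibition of all tested compounds plus 3 SD, computed separately for each screening campaign, cut at about 15% in these data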
TPT1 inhibitor: Candida albicans TPT1 enzyme inhibitors, primary screen, biochemical, fluorescence polarization; recombinant caTPT1, FP RNA substrate dephosphorylation; inhibition, % at 5 µM; AID 1962, 2009; tRNA 2'-phosphotransferase TPT1 (Candida albicans SC5314); 300,000 compounds, 0.81% hits;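 active = inhibition above the mean of all tested compounds plus 3 SD, set per screening campaign, cut at about 24% in these data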;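 also: plate controls were DMSO alone for no effect and ferristatin control at 100 nM for full effect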
JMJD2C inh: inhibitors of GASC-1 histone demethylase, primary screen, biochemical, fluorescence, DELFIA europium. Lysine-specific demethylase 4C (Homo sapiens), Q9H3R0. GST-JMJD2C(1-420) H3K9me3 demethylation. inhibition, % at 2.35 µM. 330,000 compounds, 0.069% hits. AID 2099, 2009;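 active = more than half of a compound's replicate wells show inhibition beyond 50%, single wells judged on their own value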;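 also: signal counts dimethyl H3K9 product captured on neutravidin plate; 0% = median of DMSO wells and 100% = 0.3 times that DMSO median; strong numbers were not always called active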
PP5 primary: PP5 phosphatase inhibitors, primary screen, biochemical, fluorescence; Serine/threonine-protein phosphatase 5 (Homo sapiens), P53041; purified PP5c, OMFP substrate fluorescence; inhibition, % at 6.7 µM; 320,000 compounds, 0.18% hits; AID 1987, 2009;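 active = inhibition above the campaign's mean inhibition across all tested compounds plus 3 SD, cut at about 9.5% in these data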;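 also: 0% = DMSO only and 100% = 100 µM cantharidin control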
Efflux pump mplx: inhibitors of Candida efflux pumps in yeast, primary screen, S. cerevisiae, Nile Red, multiplex. S. cerevisiae Candida pump triplex. inhibition, % at 10 µM. 330,000 compounds, 0.44% hits. AID 485275, 2010;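 active = plate passing quality check with inhibition over a set limit, or well fluorescence over plate mean plus 4 SD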;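 also: Nile Red retained in pooled yeast measured as flow cytometry median fluorescence; 0% = buffer negative control and 100% = Enniatin B positive control; higher means more Nile Red kept so more efflux inhibition; some compounds called inactive have numbers as strong as hits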
Numbers without * were called inactive; . = no result given. The list is partial. The share of hits here may be higher or lower than overall.

SMILES	Fh CTSL1 inh	HCV core dimer	PREPL inh	LYPLA2 counter	PP1 counter	TPT1 inhibitor	JMJD2C inh	PP5 primary	Efflux pump mplx
Cc1cc(C(=O)NNC(=O)/C=C/c2ccccc2Cl)c(C)o1	-2.0	-1.3	2.5	-8.0	-4.7	-4.0	0.8	1.3	0.9
CCCNC(=O)c1nc(C)n(-c2cc(Cl)ccc2Cl)n1	-0.7	0.4	2.0	-2.3	-3.3	-6.9	2.0	0.1	-0.1
CCc1ccc(OC)c(S(=O)(=O)N2CCN(C(=O)c3ccco3)CC2)c1	-9.0	0.5	1.0	-1.1	-5.1	3.1	0.2	1.5	0.0
COc1cc2cc(C(c3nnnn3C(C)(C)C)N3CCc4ccccc43)c(=O)[nH]c2cc1OC (stereo not given)	3.6	7.5	11.1	-3.0	-2.0	1.4	9.8	1.9	-0.2
Cc1ccccc1C(=O)NCCN1CCOCC1	-1.2	8.4	-1.5	-3.5	-0.2	4.3	4.7	-0.1	-0.2
CCCCN(C)CCCNC(=O)c1ccc(N2CCCC2=O)cc1	1.0	0.4	-3.4	2.2	-5.4	-0.3	-3.0	-4.0	0.1
O=C(CCN1C(=O)S/C(=C/c2ccc(Cl)cc2)C1=O)N1CCOCC1	-2.9	3.2	13.6	3.0	-2.4	-3.5	-1.5	2.4	-0.1
Cc1ccc2c(c1)N(CCC(=O)NCCN1CCOCC1)C(=O)CO2	-0.8	-2.0	4.2	2.0	-1.2	1.4	4.3	2.4	0.3
CC(C)(C)C(=O)Nc1ccc(S(=O)(=O)NC2=NCCCCC2)cc1	.	.	4.4	7.8	-3.1	.	.	3.0	-0.1
O=S(=O)(c1cccc(-c2n[nH]c(=S)n2C2CCCC2)c1)N1CCOCC1	-3.2	-6.5	-2.2	-6.7	-4.3	0.1	-2.0	-1.9	0.0
Cc1ccc(N(Cc2ccc(C(=O)NN=C3CCN(C)CC3)cc2)S(C)(=O)=O)cc1C	8.9	-2.9	-14.9	-15.3	4.3	-1.3	5.4	1.1	0.0
CCOC(=O)N1CCC(NC(=O)CSCc2nc(-c3ccc(OCC)cc3)oc2C)CC1	-4.2	-4.1	5.3	-4.0	-1.5	-1.0	-36.9	1.6	0.7
CCCCC(=O)O	2.6	-0.7	3.8	1.9	12.2	-0.5	.	0.7	0.1
CCOc1ccc(-c2nc[nH]c2[N+](=O)[O-])cc1	-3.4	4.2	-13.5	0.2	-0.9	1.2	7.3	1.7	-0.1
COc1ccc(/C=C/C=N/NC(=O)COc2ccc(OC)cc2)cc1	3.3	-2.5	-0.5	9.0	1.1	-4.8	0.7	0.5	0.1
C/C=C/C(=O)N1c2ccc(C)cc2C(C)=CC1(C)C	-2.6	-0.6	-5.0	0.5	-3.5	-0.9	3.1	-3.3	-0.2
CCC(=O)c1ccc(OC(=O)c2ccc(Br)o2)cc1	-2.8	-5.2	42.6	3.0	-3.2	-1.7	2.9	1.6	0.0
CCCCN1C(=O)C(=O)N(CC(=O)NC2CCCc3ccccc32)C1=O (stereo not given)	11.2	4.9	15.4	3.4	0.6	-7.2	-4.8	-7.1	-0.1
CCn1nc(C)c(CNC(=O)c2cc(COc3ccccc3SC)on2)c1C	3.5	-0.1	10.9	10.3	-4.3	-0.9	-1.8	-0.7	-0.1
COc1cccc(CNC(=O)CN2C(=O)CSc3ccc(S(=O)(=O)N4CCOCC4)cc32)c1	-0.8	-4.9	10.9	1.0	3.2	-3.8	-15.8	1.9	0.0
CNC(=S)NNC(=O)c1noc(C)c1C(=O)N1CCN(C(c2ccccc2)c2ccccc2)CC1	-1.4	8.1	9.1	0.1	-1.2	-3.4	7.4	1.2	0.0
Cc1ccc(CCNC(=O)CN(C)S(=O)(=O)c2cnc[nH]2)cc1	-2.9	-2.7	-5.8	1.1	-1.6	4.0	-4.3	0.5	0.1
CCN(CC)c1ccc(NC(=O)c2ccc3c(c2)OCO3)cc1	3.0	-30.6	10.3	6.6	-0.4	-4.2	-3.5	-0.2	-0.2
Cc1cc(C)c2c(c1)NC(=O)C2(O)CC(=O)c1cccs1 (stereo not given)	0.3	-0.9	15.9	6.5	-0.5	-0.4	5.1	-0.5	-0.1
Fc1cccc(NC(=S)NNc2ccccc2)c1	-2.7	-12.1	13.1	8.0	0.9	-3.1	16.4	1.5	-0.1
Cc1onc(-c2c(F)cccc2Cl)c1C(=O)NC(=S)NC1CCS(=O)(=O)C1 (stereo not given)	-2.2	0.7	-11.9	-2.6	-3.3	-0.2	-0.6	3.0	6.5*
CCCC[C@@H]1CNCCN1CCCc1cc(OC)c(OC)c(OC)c1	2.0	5.3	1.8	2.8	-3.5	-2.3	8.8	-1.6	0.0
Cc1cc(C)cc(C(=O)NCC(=O)OCC(=O)NCc2ccco2)c1	-15.5	3.0	-4.1	-1.6	-2.2	-1.4	-0.7	-2.1	0.1
Cc1ccc(NC2=NC(=S)N(CC#N)C23CCCCC3)cc1	-0.3	-3.7	3.0	6.9	-0.8	-4.0	0.5	-0.2	-0.1
COc1ccc(-c2noc(N3CCC(C(=O)Nc4ccccc4Cl)CC3)n2)cc1	1.2	0.1	-9.6	5.4	0.5	-0.2	-3.7	2.9	0.0
c1ccc(OCc2nnc3n2N=C(c2ccccc2)CS3)cc1	1.4	2.1	-13.6	4.0	-2.3	1.0	-8.8	1.2	-0.1
COC(=O)CSc1nnc(CNC(=O)c2ccc(S(=O)(=O)N3CCOCC3)cc2)n1C	-0.8	-1.4	14.5	-2.0	-5.0	-2.1	6.6	3.5	0.3
CCN1C(=O)S/C(=C/c2cn(C)c3ccccc23)C1=O	2.7	-9.1	14.6	8.4	-0.5	-5.3	-3.4	4.0	-0.1
CCCCSc1nnc(-c2ccc(NC(C)=O)cc2)n1C	2.1	-6.9	-0.6	5.8	-2.0	-3.2	7.2	-0.3	-0.1
O=C(NCCc1ccc(Cl)cc1)c1ccc(Br)s1	-2.0	-1.0	2.8	-6.6	1.3	0.2	8.6	3.1	0.1
O=C(N/N=C/C(Br)=C/c1ccccc1)c1ccc([N+](=O)[O-])cc1	-0.6	4.7	6.7	-2.5	1.1	-4.1	8.0	1.5	-0.3
O=C1[C@@H]2Cc3c([nH]c4ccccc34)CN2C(=O)CN1CCO	-0.2	-4.2	3.0	6.0	1.3	-1.8	6.7	-1.0	0.0
C/C(=N/NC(=O)CN1CCN(S(=O)(=O)c2ccc(Br)cc2)CC1)c1ccncc1	-2.9	-2.1	14.2	9.8	-1.7	-1.1	12.0	-0.1	-0.2
Cc1ccc(NC(=O)CC(O)(C(F)(F)F)C(F)(F)F)c(Br)c1	1.9	7.6	-4.6	-3.8	-1.3	-1.3	-12.7	3.7	0.0
CCOC(=O)c1ccccc1N=N/C(C(C)=O)=C(/C)O	1.7	-5.9	-7.6	3.5	-1.5	0.7	0.6	1.2	0.2
O=C1CN(C(=O)COc2c(Cl)cccc2Cl)c2ccccc2N1	1.0	1.4	-15.6	1.5	-2.7	-0.6	2.7	-0.3	-0.1
Cc1ccc(C(=O)Nc2ccn(Cc3ccc(F)cc3)n2)o1	-2.7	-8.2	-1.1	-1.3	0.1	-0.7	8.9	-2.4	0.2
O=C(O)c1cccc(-c2nnn(Cc3ccccc3Cl)n2)c1	4.7	-1.1	12.7	18.5	3.0	-2.0	5.6	-4.3	0.1
COc1ccc(-c2cnnc(N/N=C/c3ccc(C)o3)n2)cc1	4.2	-2.9	8.9	-6.1	-0.8	-4.5	-8.1	-0.3	0.1
Cc1oc(-c2ccccc2F)nc1CS(=O)(=O)CC(=O)N1CCc2ccccc21	2.4	-0.3	-17.1	0.9	-3.9	0.2	.	-1.0	0.1
CCOC(=O)/C=C/c1ccccc1S(=O)(=O)NC(C)(C)C	1.3	-14.7	0.6	6.4	0.6	-0.8	-9.9	5.5	0.2
CCN1C(=O)CSC1=Nc1ccc(OC)cc1	-1.6	3.8	-8.2	2.0	-5.3	-1.6	0.4	-0.4	0.0
Cc1ccc(C2Nc3cccc4cccc(c34)N2)s1	1.4	9.1	9.0	2.0	0.9	-3.5	-2.7	-0.5	0.1
CC(Sc1nnc(N)s1)C(=O)NCc1ccc2c(c1)OCO2 (stereo not given)	.	.	19.9	1.2	-1.6	.	-1.1	6.0	-0.1
Cc1cccc(S(=O)(=O)c2c(N)n(-c3ccccc3)c3nc4ccccc4nc23)c1	2.7	1.2	10.4	-15.4	1.3	-1.6	0.3	4.2	-0.3
CSc1nc2[nH]ncc2c(=O)n1-c1ccccc1	-3.9	-4.0	2.4	7.9	-3.2	3.7	44.8	0.1	0.1
Cn1c(=O)n(C)c2cc(S(=O)(=O)N3CCOCC3)ccc21	2.3	-1.9	0.2	-2.0	-1.2	-4.0	30.2	0.3	-0.2
CS(=O)(=O)N1CC(C(=O)O)Oc2ccc(CC(=O)O)cc21 (stereo not given)	-0.4	1.3	2.8	6.8	-2.7	4.4	-27.2	0.7	0.0
Cc1cc(C)c(/C=N/NC(N)=O)c(C)c1/C=N/NC(N)=O	0.0	-0.6	-4.6	-0.7	-2.0	-1.3	-6.9	0.4	-0.1
Cc1ccc(S(=O)(=O)N2CCCC2C(=O)OCc2ccccc2)cc1 (stereo not given)	-1.8	3.7	0.1	4.6	0.9	-4.1	-0.9	1.2	-0.1
COc1ccc(S(=O)(=O)N2CCCCCC2)cc1C(=O)N(CC(C)C)C1CCS(=O)(=O)C1 (stereo not given)	2.1	4.3	2.1	-1.3	-7.2	0.7	-0.1	0.1	-0.1
Cc1ccc(CN2CCN(Cc3cn[nH]c3C3CCCCC3)CC2CCO)cc1 (stereo not given)	0.1	-5.3	15.3	8.3	-2.0	2.9	6.1	0.3	0.0
COc1ccc(NC(=O)CSCC(=O)NCc2ccco2)cc1	-8.0	1.8	8.4	7.2	-6.4	0.0	-5.1	1.8	0.0
CCCS(=O)(=O)N1CCCC(C(=O)NC2CCCC(C)C2C)C1 (stereo not given)	-4.2	-3.4	-0.8	-1.8	-1.4	-2.0	-1.8	1.6	0.2
COc1ccccc1NC(NC(=O)c1ccco1)C(=O)c1ccccc1 (stereo not given)	-5.0	1.5	-1.4	0.0	-5.4	-2.0	-0.8	-0.4	-0.1
CC(C)OCCCNc1nc2c(c(=O)n(Cc3ccccc3F)c(=O)n2C)n1C	0.2	0.8	0.5	1.9	-3.3	2.3	2.8	-2.0	-0.2
CCOC(=O)C1=C(N)N(c2ccccc2)C(=O)C1	4.2	0.0	14.8	5.3	-2.2	-0.2	-11.1	1.1	0.0
